Source: PubChem BioAssay (several laboratories)
p47phox inh: p47phox/p22phox peptide binding inhibitors, primary screen, biochemical, uHTS, NADPH oxidase regulatory subunit. AID 1274, 2008. inhibition, % at 24.7 µM. fluorescence polarization, 2 h. 220,000 compounds, 0.53% hits;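 active = inhibition above about 30%, limit read from the data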;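 note: 0% = p47phox with labelled peptide and 100% = labelled peptide alone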
Target sequence (P14598 whole entry, looked up): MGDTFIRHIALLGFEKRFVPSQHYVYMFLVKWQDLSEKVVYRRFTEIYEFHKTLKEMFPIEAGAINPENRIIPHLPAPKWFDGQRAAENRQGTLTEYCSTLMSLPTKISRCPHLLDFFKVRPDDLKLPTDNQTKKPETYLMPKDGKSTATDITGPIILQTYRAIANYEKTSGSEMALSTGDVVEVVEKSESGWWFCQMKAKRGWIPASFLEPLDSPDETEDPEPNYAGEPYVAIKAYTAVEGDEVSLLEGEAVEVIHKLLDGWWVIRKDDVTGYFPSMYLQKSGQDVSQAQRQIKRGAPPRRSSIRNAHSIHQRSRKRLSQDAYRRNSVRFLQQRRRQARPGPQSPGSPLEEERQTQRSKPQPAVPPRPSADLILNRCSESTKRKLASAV
zfTRPN1 agonist: zebrafish TRPN1 channel agonists, primary screen, cell-based, HEK293, calcium fluorescence | 220,000 compounds, 0.18% hits | HEK293 zebrafish TRPN1-YFP, Fluo-8 calcium fluorescence; 100% = response to 87 µM carbachol | activation, % at 3 µM | AID 1424, 2008 | transient receptor potential cation channel N1 (TRPN1/NompC), Danio rerio;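 active = activation above its plate's cutoff, the mean activation of test wells on that plate plus 3 SD, cut at about 19% in these data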;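 note: 0% = DMSO alone and 100% = 87 µM carbachol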
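Material: zebrafish TRPN1-YFP in HEK293 cells; Doses: single test compound dose, 3 µM nominal, 0.3% DMSO; Timing: dye loading 1 h at 37 °C, then 30 min room temperature; Technique: intracellular calcium fluorescence with Fluo-8; Benchmarks: high carbachol 87 µM, low DMSO alone.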
MDM2 E3 inh: MDM2-luciferase reporter signal enhancers, primary screen, MDM2 E3 ligase inhibitor project, cell-based, luminescence, 1536-well | E3 ubiquitin-protein ligase Mdm2 (Homo sapiens), Q00987 | cell-based MDM2 ubiquitination luciferase reporter, 2 h; 0 = plate control, 100 = twice control, blank-subtracted | signal enhancement, % at 5 µM | 210,000 compounds, 0.11% hits;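 active = signal enhancement of 30% or more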;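 note: luminescence tracks abundance of the self-degrading MDM2-luciferase fusion protein; higher signal means inhibition of MDM2 E3 ligase activity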
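Assay system: mammalian cells stably expressing self-ubiquitinating, self-degrading MDM2 E3–luciferase fusion. Quantity: 2000 cells in each well. Medium: DMEM culture medium. Compound dosing: single-point 5 µM. Timing: cell settling 4 h, compound treatment 2 h, both 37 °C. Technique: luciferase luminescence. Read-out basis: percent signal gain over controls, blank-subtracted. Benchmarks: plate controls and plate blanks.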
EBV gp42 inh: Epstein-Barr virus gp42 inhibitors, primary screen, biochemical, uHTS, fluorescence polarization | Glycoprotein 42 (Epstein-Barr virus (strain AG876)), Q1HVG2 | Fluorescence polarization binding assay, mP read-out | inhibition, % (tested at 21.74 µM) | 220,000 compounds, 0.42% hits; in the data active = inhibition above about 50%
PPC-1+TRAIL kill: compounds killing PPC-1 cancer cells with TRAIL present, primary screen, TRAIL potentiator project, ATPLite luminescence, uHTS; PPC-1 cells + TRAIL, ATPLite viability luminescence; cell killing (% activity), % at 4 µM; 220,000 compounds, 0.41% hits; AID 1443, 2008;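 active = cell killing above 50% in the first pass at 4 µM, then a duplicate retest at 5 µM averaging 50% or more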;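 note: plate controls were cells with TRAIL plus DMSO for no effect and medium-only wells lacking cells for full effect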
TRPML3 ag: human TRPML3 channel agonists, primary screen, cell-based, HEK293 TRPML3-YFP, Fluo-8 calcium fluorescence, 3 µM | 220,000 compounds, 0.29% hits | activation, % at 3 µM | AID 1448, 2008 | 100% = the carbachol control signal | Mucolipin-3 (Homo sapiens), Q8TDD5;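 active = activation above its plate's cutoff, the mean activation of the plate's test wells plus 3 SD, cut at about 12% in these data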;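 note: 0% = DMSO only wells and 100% = carbachol wells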
Target sequence (Q8TDD5 whole entry, looked up): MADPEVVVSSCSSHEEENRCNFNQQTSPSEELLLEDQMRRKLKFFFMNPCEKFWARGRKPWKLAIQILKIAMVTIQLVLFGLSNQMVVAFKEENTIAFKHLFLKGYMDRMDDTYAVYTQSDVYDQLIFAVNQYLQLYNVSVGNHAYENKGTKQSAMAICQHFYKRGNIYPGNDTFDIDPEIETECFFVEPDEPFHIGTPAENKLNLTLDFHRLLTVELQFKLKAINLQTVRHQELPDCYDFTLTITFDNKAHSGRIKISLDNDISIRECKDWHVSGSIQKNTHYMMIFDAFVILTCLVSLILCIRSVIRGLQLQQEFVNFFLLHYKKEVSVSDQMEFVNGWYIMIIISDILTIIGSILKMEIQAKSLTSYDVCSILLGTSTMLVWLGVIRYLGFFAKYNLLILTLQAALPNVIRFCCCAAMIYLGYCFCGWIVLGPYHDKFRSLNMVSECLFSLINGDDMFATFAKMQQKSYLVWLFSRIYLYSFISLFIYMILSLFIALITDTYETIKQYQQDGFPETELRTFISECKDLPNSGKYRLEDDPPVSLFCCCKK
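Material: TRPML3-YFP stable HEK293 cells | Dosing: One concentration, 3 µM nominal, 0.3% DMSO | Timing: 125 s total fluorescence read per well | Technique: Fluo-8 calcium dye fluorescence, ex 470-495, em 515-575 nm | Measure: Percent activation from peak-to-basal fluorescence ratio, scaled between DMSO and carbachol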
Runt-SMMHC FRET: inhibitors of RUNX1 Runt–CBFb-SMMHC binding, primary screen, biochemical, FRET, Cerulean-Runt, Venus-CBFb-SMMHC, uHTS; Cerulean-Runt/Venus-CBFb-SMMHC FRET ratio 530/480, 1 h; inhibition, % at 20 µM; 220,000 compounds, 0.74% hits;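 active = mean inhibition across duplicate retests at 20 µM reaching about 50%, limit read from the data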;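 note: 0% = DMSO wells and 100% = wells with excess untagged CBFb-SMMHC; inhibitors lower the FRET ratio by blocking Runt binding to CBFb-SMMHC; some results filed as inactive read as strong as hits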
CHOP inh: inhibitors of CHOP promoter induction, primary screen, cell-based, unfolded protein response, luciferase reporter | CHO-K1 CHOP-promoter luciferase, tunicamycin-induced, 15-18 h | inhibition, % at 10 µM | 220,000 compounds, 3.8% hits | AID 2732, 2010;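 active = compounds that reduced the stress-induced luciferase reporter signal by more than about 70% of percent inhibition, limit read from the data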;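 note: 0% = tunicamycin plus vehicle and 100% = wells without tunicamycin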
TNF death inh: inhibitors of TNF-alpha triggered necroptosis, primary screen, cell-based, Jurkat FADD-/-, single concentration | activation (protection from cell death), % at 10 µM | Jurkat FADD-/- TNF necroptosis rescue, ATP luminescence, 24 h; 0 = TNF only, 100 = no-TNF cells | AID 463075, 2010 | 220,000 compounds, 0.068% hits;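 active = activation, meaning protection from cell death, of at least 50% relative to plate controls; inactive = activation below 50%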;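 note: necroptosis triggered by 40 ng/mL TNF-alpha added together with compound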
Starred values were filed as active, the others as inactive; nt = not tested or not shown.

SMILES	p47phox inh	zfTRPN1 agonist	MDM2 E3 inh	EBV gp42 inh	PPC-1+TRAIL kill	TRPML3 ag	Runt-SMMHC FRET	CHOP inh	TNF death inh
CCn1c2ccccc2c2cc(NC(C)=O)ccc21	-7	-0.2	-11	-15	2	0.5	3	13	-1.2
CS(=O)(=O)N(Cc1ccccc1)c1ccc(C(=O)Nc2ccc3c(c2)OCO3)cc1	-10	0.6	-3	-13	28	-0.2	-7	-11	-0.5
CCOC(=O)C(=CNc1cc(Cl)c(-c2ccco2)c(Cl)c1)C(=O)OCC	-27	-2.1	-14	-21	-2	-0.7	-5	-1	-1.5
CSc1cc(-c2ccc(Cl)cc2)c(C(=O)NC(C)C)s1	2	-3.2	4	-16	-13	-1.4	-14	33	-2.3
CCN(CC)S(=O)(=O)c1cc(NC(=O)Cn2cnc3ccccc3c2=O)ccc1C	-1	-1.4	-12	-25	8	0.2	-4	42	1.9
O=[N+]([O-])c1cc(S(=O)(=O)N2CCCC2)ccc1N/N=C1/CCCc2ccccc21	-18	2.1	6	-1	13	0.5	-9	5	-0.9
COc1ccccc1Oc1nc(-c2cccnc2)nc2ccccc12	-14	-1.5	1	1	-2	0.0	-1	31	0.8
COc1cccc(NC(=O)CSc2nc3ccccc3c(=O)n2Cc2cccs2)c1	-13	0.8	-1	-8	23	-0.8	4	37	1.8
O=C(O)C1CCCCC1C(=O)Nc1nccs1 (centres undefined)	-13	1.1	-20	-11	35	0.8	1	41	-0.6
COc1cc(/C=c2\s/c(=C(/C#N)C(=O)N3CCCC3)n(-c3ccccc3)c2=O)ccc1O	-102	9.6	0	-33	14	3.4	-125	95*	-3.5
CC(NC(=O)c1ccc(Cl)s1)C1CCCO1 (centres undefined)	-9	-0.4	-10	-2	-11	0.1	0	53	-0.1
Cc1[nH]c2ccccc2c1/C=C/c1nc2ccccc2c(=O)n1-c1cccc([N+](=O)[O-])c1	20	0.1	-4	-13	-13	-0.5	-6	16	0.6
Cc1cccc(OCc2nc3c4c(ncn3n2)-c2ccccc2CC42CCCC2)c1	-16	1.7	-12	-16	16	0.5	0	18	1.6
CC(=O)Nc1nnc(CCS(=O)(=O)c2ccc(Cl)cc2)s1	2	-0.4	-8	-3	11	0.3	-2	20	0.3
O=C(Nc1nnc(SCc2ccc(F)cc2)s1)c1cnccn1	-9	0.7	-15	-1	13	1.6	-4	-4	0.0

An excerpt from above in order of the Runt-SMMHC FRET value, descending.
structure	p47phox inh	MDM2 E3 inh	EBV gp42 inh	TRPML3 ag	Runt-SMMHC FRET	CHOP inh
O=C(O)C1CCCCC1C(=O)Nc1nccs1 (centres undefined)	-13	-20	-11	0.8	1	41
COc1ccccc1Oc1nc(-c2cccnc2)nc2ccccc12	-14	1	1	0.0	-1	31
O=[N+]([O-])c1cc(S(=O)(=O)N2CCCC2)ccc1N/N=C1/CCCc2ccccc21	-18	6	-1	0.5	-9	5

More structures.
SMILES	p47phox inh	zfTRPN1 agonist	MDM2 E3 inh	EBV gp42 inh	PPC-1+TRAIL kill	TRPML3 ag	Runt-SMMHC FRET	CHOP inh	TNF death inh
Cc1ccc(-n2c(C)cc(/C=N/NC(=O)c3ccncc3)c2C)cc1C	-17	-2.6	-17	-2	20	-1.8	-4	-33	0.3
CS(=O)(=O)N1CCCC(C(=O)NCCCN2CCN(Cc3ccccc3)CC2)C1 (centres undefined)	3	0.5	-11	-1	8	1.0	1	21	0.2
COc1ccc2nc3oc(C(=O)NC4CCN(Cc5ccccc5)CC4)cc3cc2c1	-3	-0.1	-21	-16	20	0.6	-3	28	6.5
Cn1cccc1Cc1nnc(SCC(=O)Nc2ccc(F)cc2F)n1-c1ccc(F)cc1	-1	0.3	-11	-10	12	0.1	-1	-4	-1.4
CCc1cc2c(=O)c(-c3nc4ccccc4n3C)c(C(C)C)oc2c(CN2CCN(C)CC2)c1O	-4	1.2	-30	-23	10	0.2	3	38	1.0
Cc1ccc2c(CN3CCCc4ccccc43)cc(=O)oc2c1C	-9	-0.3	8	-23	20	-0.7	-9	51	-1.5
CCCCCCOc1ccc(OC(=O)c2cccnc2)cc1	-10	1.4	0	8	25	-0.1	-6	46	-7.9
O=C1CSc2ccccc2N1Cc1ccc(F)cc1	-2	-2.0	-19	-11	12	-1.3	-5	-4	0.9
COC(=O)C(O)(NC(=O)NC(C)=O)C(F)(F)F (centres undefined)	-6	1.3	-5	-17	9	1.0	0	0	-1.9
COc1cccc(/C=C2\N=C(C3CCCCC3)OC2=O)c1OC	-1	0.5	-9	-2	-5	0.8	-1	-7	-0.6
COc1ccc(NC(=O)NCc2ccccn2)cc1	7	0.1	-4	-14	3	0.9	-3	5	-0.7
CC(=O)NC(C)c1nc2ccccc2n1Cc1ccccc1F (centres undefined)	-9	1.1	6	-28	-1	-0.7	0	-3	-0.2
COC(=O)c1ccc(C)c(NC(=O)CN(c2ccc3c(c2)OCO3)S(C)(=O)=O)c1	-9	0.6	3	-14	0	-0.5	5	6	-1.3
CCN1CCN(c2cc(C)c3cc(NC(=S)N4CCN(c5ccccc5F)CC4)ccc3n2)CC1	-9	-0.7	-9	-4	6	1.1	3	47	0.4
CC(=O)OC1C(OC(C)=O)N(C(C)=O)C(=O)N1C(C)=O (centres undefined)	-3	0.4	-2	-6	2	0.7	4	10	1.6
O=C(c1ccccc1OCc1ccccc1Br)N1CCN(c2ncccn2)CC1	2	-1.1	-10	3	-9	-1.3	2	10	-7.0
COc1ccc2c(c1)Cc1sc(NC(=O)c3ccccc3)nc1-2	-3	0.8	-12	-19	20	1.1	-3	84*	-1.4
COc1cc(CN2CCNC(=O)C2CC(=O)NCCc2ncccc2C)cc(OC)c1 (centres undefined)	-2	1.7	-15	4	3	0.6	-3	-6	0.5
CC1(C)Cc2c(c(=S)nc(-c3ccccc3)n2Cc2cccnc2)CO1	-4	-2.1	-17	-5	5	0.7	2	-16	1.5
CCc1ccccc1Nc1nc2ccccc2n1CC	-2	-1.5	-4	15	-3	0.0	-1	13	2.0
O=S(=O)(c1cccc(-c2nnc3n2CCCCC3)c1)N1CCOCC1	-1	0.0	-3	1	7	0.8	0	7	1.1
CCn1c(=O)cc(N2CCOCC2)[nH]c1=O	-1	1.2	-11	-4	-16	0.8	-2	7	0.0
Cc1nc2nc(C)c(CCC(=O)N3CCc4ccccc43)c(C)n2n1	-1	1.0	5	2	-7	1.0	2	-69	-1.0
Cc1cc(=O)[nH]c(N/N=C/c2sccc2C)n1	5	1.3	-14	0	9	0.4	1	-15	0.6
Cc1ccc(Nc2ccc(C(=O)NCCc3ccccc3)cn2)cc1	-4	0.2	-12	-15	-6	0.3	0	7	2.1
O=C(N/N=C/c1ccc(N2CCOCC2)s1)c1ccccc1Cl	-4	-0.8	1	-29	13	0.5	-2	-12	0.9
Cc1ccc(/C=C/C(=O)Nc2ccc(S(=O)(=O)Nc3ncccn3)cc2)cc1	-3	0.8	-10	-14	8	0.3	-1	-18	0.9
C=CCO/N=C(\C)c1c(O)c(C)c(-c2ccccc2)n(-c2ccccc2)c1=O	0	-1.0	1	2	0	-0.1	-6	-16	-0.7
Cc1ccc(C(=O)O)cc1S(=O)(=O)N1CCOCC1	-8	0.1	-17	-18	-15	0.8	6	27	-0.8
COc1ccc(/C=C2\SC(=S)N(CC(=O)OCC(=O)Nc3ccc([N+](=O)[O-])cc3OC)C2=O)cc1	-15	0.6	-4	-23	16	0.4	-55	8	0.6
N#Cc1c(/N=C/c2cccs2)sc2c1CCC2	-7	0.3	-29	-5	21	0.2	-4	51	-1.5
CC(C)(C)OC(=O)N1CCC(C(=O)N[C@H](Cc2ccccc2)C(=O)O)CC1	-12	-0.2	-15	-6	5	0.5	-4	20	-1.4
Cc1nn(-c2ccccc2)c(C)c1/C=N/NC(=O)c1cc(-c2ccccc2)n[nH]1	-4	0.9	-6	9	29	0.0	-8	1	-20
COc1cc2c(=O)n(Cc3ccccc3)c(=O)n(CC(=O)NCC3CCCO3)c2cc1OC (centres undefined)	-1	1.1	-17	7	8	0.2	0	21	2.6
CCCCc1cc2c(c(NC(=O)CC)n1)c(=O)oc1ccccc12	-15	1.1	-25	2	-5	0.4	-2	43	-0.2
Cc1snnc1C(=O)NC(=S)Nc1ccccc1	-9	-0.2	-2	-6	0	1.0	4	7	1.2
O=C1C=C(Nc2ccc(Cl)cc2Cl)CC(c2ccco2)C1 (centres undefined)	nt	-1.0	-1	-1	4	-0.2	3	35	-7.3
COc1cc(NC(=O)c2ccccc2-c2ccccc2)cc(OC)c1OC	-1	-0.5	-8	-8	20	-0.2	-3	-9	-1.8
COc1ccc(OCC(=O)NCCC2=CCCCC2)c([N+](=O)[O-])c1	-11	0.1	5	-2	1	0.8	-4	46	-0.6
Cn1nc(N)c2c(-c3ccccc3)c(C#N)c(N)nc21	-3	-0.6	-6	-12	22	-0.2	3	39	3.0
CCN(CC)CCN(C(=O)c1ccc(CN2CCCCC2)o1)C(C(=O)NC1CCCCC1)c1ccc(F)cc1 (centres undefined)	-32	2.9	-2	-27	nt	0.7	nt	-11	2.8
Cc1ccc(C)c(Nc2c(F)c(F)c(F)c(F)c2C(=O)O)c1	-12	1.0	3	-6	-7	0.6	-1	0	1.4
CCCN(CCC)CC(O)CN(c1cc([N+](=O)[O-])ccc1OC)S(=O)(=O)c1ccccc1 (centres undefined)	-2	0.3	-5	-15	17	-0.1	3	-46	-3.2
Cc1ccc(Cn2c(SCc3cccnc3)nc3c2c(=O)n(C)c(=O)n3C)cc1	0	-0.7	-17	-7	17	0.7	14	30	-2.2
CCN(CC(=O)Nc1ccc([N+](=O)[O-])cc1OC)c1ccccc1	-16	-3.5	-5	-23	39	1.0	-8	39	0.4
COc1ccc(N2C(=O)/C(=C/N(C)C)NC2=S)cc1	1	-0.2	-14	-5	24	0.4	25	-7	0.6
O=C(c1ccc(F)cc1)C1CCN(C(=S)Nc2ccccc2Cl)CC1	-8	-0.5	-6	9	1	0.4	-3	24	-0.4
